# TRb-SRC2 inh – qHTS for Inhibitors of the Interaction of Thyroid Hormone Receptor and Steroid Receptor Coregulator 2; Potency, µM (top dose mostly 106 µM), for the others: at the highest dose activity change, negative = inhibition, actives largely listed as inhibitors; TRbeta-SRC2 peptide binding, fluorescence polarization; receptor liganded with 1 µM T3; 0.065% of 280,000 active;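 further: plate controls were bound peptide for no effect and peptide without receptor for full effect; nearly all actives have a fitted effect of over 50% in size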
# Target sequence (P10828 whole entry, looked up): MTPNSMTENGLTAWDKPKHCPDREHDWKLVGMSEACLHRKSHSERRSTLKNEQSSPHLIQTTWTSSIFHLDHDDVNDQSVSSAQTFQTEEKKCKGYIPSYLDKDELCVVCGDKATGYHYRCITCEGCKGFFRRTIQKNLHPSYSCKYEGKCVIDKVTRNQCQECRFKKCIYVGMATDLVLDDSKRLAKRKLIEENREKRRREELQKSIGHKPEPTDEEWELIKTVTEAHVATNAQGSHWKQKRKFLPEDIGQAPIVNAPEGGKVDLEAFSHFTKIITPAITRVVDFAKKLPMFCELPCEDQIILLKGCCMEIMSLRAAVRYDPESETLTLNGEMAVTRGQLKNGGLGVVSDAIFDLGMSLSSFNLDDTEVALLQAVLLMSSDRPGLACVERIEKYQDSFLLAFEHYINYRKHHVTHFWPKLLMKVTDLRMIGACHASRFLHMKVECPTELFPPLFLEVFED
#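 Each compound concentration gave % activity, normalized to unbound and bound Texas Red SRC2 controls, from polarization read after 5 hr ambient incubation with T3-loaded human TRb LBD.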
# RECQ1 inh – qHTS Assay for Inhibitors of RecQ-Like Dna Helicase 1 (RECQ1); ATP-dependent DNA helicase Q1 (Homo sapiens), P46063; RECQ1 DNA unwinding, red fluorescence kinetic read; Potency, µM (top dose mostly 57.3 µM), inactives show top-dose activity, negative = inhibition, actives largely listed as inhibitors; 0.54% of 240,000 active; AID 2549, 2010;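 further: plate controls were vehicle for no effect and no enzyme for full effect; nearly all actives have a fitted effect of over 30% in size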
# Target sequence (P46063 whole entry, looked up): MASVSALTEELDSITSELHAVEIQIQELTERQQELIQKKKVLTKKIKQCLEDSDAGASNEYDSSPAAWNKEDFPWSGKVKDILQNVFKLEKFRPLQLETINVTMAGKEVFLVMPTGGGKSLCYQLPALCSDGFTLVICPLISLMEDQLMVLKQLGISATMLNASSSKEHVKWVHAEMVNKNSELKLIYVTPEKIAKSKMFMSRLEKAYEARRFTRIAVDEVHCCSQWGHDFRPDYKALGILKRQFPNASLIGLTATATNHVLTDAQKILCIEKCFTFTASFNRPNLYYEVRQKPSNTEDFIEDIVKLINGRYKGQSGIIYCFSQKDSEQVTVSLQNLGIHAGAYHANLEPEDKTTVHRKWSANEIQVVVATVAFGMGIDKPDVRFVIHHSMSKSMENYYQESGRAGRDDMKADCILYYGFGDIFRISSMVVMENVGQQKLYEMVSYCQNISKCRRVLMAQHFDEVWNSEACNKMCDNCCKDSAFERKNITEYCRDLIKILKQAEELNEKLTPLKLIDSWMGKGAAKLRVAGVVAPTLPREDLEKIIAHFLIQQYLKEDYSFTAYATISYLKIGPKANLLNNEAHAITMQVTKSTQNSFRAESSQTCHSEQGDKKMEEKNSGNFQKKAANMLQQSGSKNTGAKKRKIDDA
#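 50 nM RECQ1T1 preincubated 15 min with compound in Tris pH 8.0 buffer with MgCl2, DTT, Tween-20 and 2.5 ug/ml poly(dI-dC); started with 200 nM TAMRA/BHQ-2 forked duplex and 2 mM ATP. Unwinding read as fluorescence (525/598 nm), two reads 2 h apart.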
# LMNA splice mod – qHTS Assay for Modulators of Lamin A Splicing. HeLa LMNA splicing GFP/RFP minigene ratio, 48 h. Potency, µM (highest dose often 46.1 µM), without a hit: at the highest dose ratio change, negative = inhibition, actives largely listed as inhibitors. 0.01% of 200,000 active. AID 1487, 2009; active means well fitted inhibition curve with a large enough effect in the signal ratio, with a control signal flat, not every such curve was filed as active; inconclusive means small, poorly fitted or top-dose-only effect, or effect the other way, or a change in a side signal; the % refers to the signal ratio; further: on the % scale 0 is the no-effect control and ±100 the full control effect
#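 S3 HeLa stable clones carrying a lamin A-EGFP splicing minigene plus DsRed2 were seeded at 600 cells/well in Opti-MEM with 2% FBS, pin-dosed and incubated 48 h at 37°C. Acumen cytometry (488 nm) gave the GFP/RFP total-intensity ratio.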
# JMJD2E inh – qHTS Assay for Inhibitors of Human Jumonji Domain Containing 2E (JMJD2E); Lysine-specific demethylase 4E (Homo sapiens), B2RXH2; JMJD2E catalytic domain, FDH-coupled NADH fluorescence (FDH is formaldehyde dehydrogenase); Potency, µM (highest dose often 57.1 µM), for the others: at the top dose activity change, negative = inhibition, usual class: inhibitors; 1.6% of 230,000 active; AID 2147, 2009; active means well fitted inhibition curve with a large enough effect, not every such curve was filed as active; inconclusive means small, poorly fitted or top-dose-only effect, or another doubt; inactive means no such curve, though single readings can be large or run the other way;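 further: 0% = wells with enzyme and -100% = buffer wells without enzyme; nearly all actives have a fitted effect of over 50% in size; many of its hits are not listed in these tables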
# TR SRC2 fluor cs – Total Fluorescence Counterscreen for Inhibitors of the Interaction of Thyroid Hormone Receptor and Steroid Receptor Coregulator 2; TRb/SRC2 Texas Red total fluorescence interference; Potency, µM (top dose mostly 106 µM), for inactives: at the top dose fluorescence change, negative = quenching; 0.29% of 280,000 active; AID 1479, 2009; active means well fitted curve in either direction with a large enough effect; inconclusive means small, poorly fitted or top-dose-only effect; further: on the % scale 0 is the no-effect control and ±100 the full control effect
#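 Flags fluorescent or light-absorbing compounds by total fluorescence, S + 2P, at 555 nm excitation and 632 nm emission. Mixture: 20 nM Texas Red SRC2 peptide, 0.6 uM human TRb LBD, 1 uM T3, 5% DMSO; compound exposure 5 h at ambient temperature.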
# RGS12 GoLoco inh – qHTS Assay for Inhibitors of RGS12 GoLoco Motif Activity (Red Fluorophore) | Guanine nucleotide-binding protein G(i) subunit alpha-1 (Homo sapiens), P63096 | Gai1:RGS12 GoLoco peptide FP, rhodamine, 10 min | Potency, µM (series often up to 61.6 µM), for inactives: at the highest dose activity, negative = inhibition, most hits filed as inhibitors | 0.44% of 230,000 active | AID 880, 2007; active means well fitted inhibition curve with a large enough effect, not every such curve was filed as active; inactive means no such curve, though single readings can be large or run the other way; further: on the % scale 0 is the no-effect control and ±100 the full control effect; nearly all actives have a fitted effect of over 30% in size; many of its hits are not listed in these tables
# ALDH1A1 block – qHTS Assay for Inhibitors of Aldehyde Dehydrogenase 1 (ALDH1A1) | Purified ALDH1A1, NADH fluorescence, propionaldehyde substrate | Potency, µM (doses to about 75.3 µM), for inactives: at the highest dose activity, negative = inhibition, usual class: inhibitors | 7.3% of 220,000 active; active means well fitted inhibition curve with a large enough effect, not every such curve was filed as active; inconclusive means small, poorly fitted or top-dose-only effect, or another doubt; inactive means no such curve, though single readings can be large or run the other way;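 further: plate controls were no enzyme wells and a reference inhibitor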
# SMN2 splice up – qHTS Assay for Enhancers of SMN2 Splice Variant Expression; HEK293 SMN2-luciferase splicing reporter, luminescence, 30-36 h; Potency, µM (highest dose often 46.1 µM), without a hit: top-dose activity change, positive = activation, hits mostly activators; 2.8% of 210,000 active; further: % of control where 0% means no effect; nearly all actives have a fitted effect of over 55% in size
#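 qHTS luciferase splicing reporter: luminescence rises when SMN2 exon 7 is included in transfected HEK293 cells. Compound exposure lasted 30-36 h at 37C, with 4.5 mM final sodium butyrate as control, followed by a ONE-Glo read.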
# * marks the source's active call; other numbers are inactive results; i = inactive; ? = inconclusive; nt = not tested or not shown; [ ] = remark or other dose. Unless noted, the call rests on the fitted dose curve; in most records, active means well fitted curve in the direction sought with a large enough effect; inconclusive means small, poorly fitted or top-dose-only effect, or another doubt; inactive means no such curve, though single readings can be large; an effect the other way counts as inactive or inconclusive. Potency means the concentration at half of the fitted maximal effect. Some of the compounds tested, so the mix of outcomes need not match the whole.
# The opening 7 records, to show the layout:
SMILES,TRb-SRC2 inh,RECQ1 inh,LMNA splice mod,JMJD2E inh,TR SRC2 fluor cs,RGS12 GoLoco inh,ALDH1A1 block,SMN2 splice up
COCCCNC(=O)c1cc2c(s1)CS(=O)(=O)C2,0%,-3%,-4%,7%,2%,-3%,-15%,0%
COc1ccccc1CN1CCCC2(CCN(C(=O)c3ccco3)CC2)C1,nt,-5%,nt,nt,nt,16%,?,-13%
Cc1nnc(N/N=C\c2ccc(-c3cccc(C(=O)O)c3)o2)n1N,11%,0%,nt,?,-4%,4%,?,-10%
Cc1cc(C)c2c(-n3cccc3)n[nH]c2n1,2%,-32%,-3%,5%,-1%,12%,13%,-11%
CCc1nnc(NS(=O)(=O)c2ccc(NC(=O)/C=C/c3ccccc3Cl)cc2)s1,20%,10%,?,19%,-2%,-3%,-3%,9%
COc1cc(NC(=O)c2cc3ccccc3cc2O)c(OC)cc1Cl,-4%,-2%,nt,?,-6%,-5%,nt,nt
O=S(=O)(Nc1ccccc1N1CCCCC1)c1ccc(F)cc1,0%,-13%,?,-13%,-7%,8%,-13%,nt

# This part in full, from the first entry:
SMILES,TRb-SRC2 inh,RECQ1 inh,LMNA splice mod,JMJD2E inh,TR SRC2 fluor cs,RGS12 GoLoco inh,ALDH1A1 block,SMN2 splice up
COCCCNC(=O)c1cc2c(s1)CS(=O)(=O)C2,0%,-3%,-4%,7%,2%,-3%,-15%,0%
COc1ccccc1CN1CCCC2(CCN(C(=O)c3ccco3)CC2)C1,nt,-5%,nt,nt,nt,16%,?,-13%
Cc1nnc(N/N=C\c2ccc(-c3cccc(C(=O)O)c3)o2)n1N,11%,0%,nt,?,-4%,4%,?,-10%
Cc1cc(C)c2c(-n3cccc3)n[nH]c2n1,2%,-32%,-3%,5%,-1%,12%,13%,-11%
CCc1nnc(NS(=O)(=O)c2ccc(NC(=O)/C=C/c3ccccc3Cl)cc2)s1,20%,10%,?,19%,-2%,-3%,-3%,9%
COc1cc(NC(=O)c2cc3ccccc3cc2O)c(OC)cc1Cl,-4%,-2%,nt,?,-6%,-5%,nt,nt
O=S(=O)(Nc1ccccc1N1CCCCC1)c1ccc(F)cc1,0%,-13%,?,-13%,-7%,8%,-13%,nt
CC(C)C(=O)Nc1ncc(C(F)(F)F)cc1Cl,-6%,i,1%,5%,1%,5%,10%,?
CCOC(=O)C1=C(c2ccccc2)NC(=O)NC1c1ccc(OCC#N)c(OC)c1 (configuration not stated),1%,-12%,-2%,-1%,-1%,-6%,?,0%
COC(=O)c1cc2ccsc2n1Cc1cccc(F)c1,-4%,-18%,5%,-3%,1%,9%,15%,2%
Cc1cccc(C(=O)NC(=S)NNC(=O)COc2c(C)cccc2C)c1,6%,1%,?,6%,-4%,7%,?,11%
COc1ccc(-c2sccc2C(C)C(=O)O)cc1 (configuration not stated),5%,-3%,-8%,8%,-2%,-8%,-4%,12%
O=C(CSc1nnc(COc2ccccc2)o1)c1ccccc1,-13%,-15%,2%,-4%,-1%,9%,-12%,8%
CS(=O)(=O)Nc1ccc(C(=O)NCCC2=CCCCC2)cc1,-10%,-5%,6%,2%,-1%,6%,0%,16%
Cc1ccc(NC(=O)COC(=O)/C=C/c2cccs2)c(C)c1,-4%,-1%,-3%,-23%,-1%,-7%,5%,-6%
CC1CCN(c2c(NCc3ccc(C(=O)NCc4cccnc4)cc3)c(=O)c2=O)CC1,4%,0%,-5%,1%,-2%,6%,13%,17%
CC1(C)Cc2ccccc2C(=NCCCC(=O)O)N1,0%,i,0%,1%,-4%,3%,2%,7%
CCOC(=O)C1CCCN(c2cc(C)nc3cc(-c4ccc(F)cc4)nn23)C1 (configuration not stated),13%,-14%,0%,491%[activator],-2%,9%,-5%,11%
Oc1[nH]c(=S)sc1C=C1N=c2ccccc2=N1,4%,10%,?,-2%,-11%,9%,6%,nt
N#Cc1c(NC(=O)CN2CCN(S(=O)(=O)c3ccc4c(c3)OCCO4)CC2)sc2c1CCC2,-2%,i,0%,-1%,-2%,18%,7%,5%
O=S(=O)(NC1CCCCC1)c1ccc(-c2csnn2)s1,8%,i,-13%,-1%,1%,2%,-4%,-6%
Cc1cc(NC(=O)c2cc(-c3cccs3)nc3ccccc23)no1,-6%,-5%,-5%,?,-2%,-6%,?,-17%
CCN(CC)CCN(C(=O)c1c(F)cccc1F)c1nc2cc(C)cc(C)c2s1,3%,-6%,-5%[9.22 µM],1%,-1%,7%,8%,-15%
NS(=O)(=O)c1ccc(NC(=O)COC(=O)CCc2ccc(S(=O)(=O)N3CCOCC3)cc2)cc1,-3%,5%,?,-16%,-7%,12%,?,nt
CCn1nnc(C(=O)O)c1C(=O)O,-9%,-3%,1%,8%,-1%,-6%,15%,14%
# Going on with the list:
SMILES,TRb-SRC2 inh,RECQ1 inh,LMNA splice mod,JMJD2E inh,TR SRC2 fluor cs,RGS12 GoLoco inh,ALDH1A1 block,SMN2 splice up
COc1ccc(N2CCN(C(=O)c3ccc(NS(=O)(=O)c4cccs4)cc3)CC2)cc1,-1%,-6%,8%[46 µM],1%,-3%,3%,?,nt
CCOc1c2ccc(C(=O)NCc3ccc(C(F)(F)F)cc3C(F)(F)F)cc2nn1C,-21%,-9%,15%,?,-1%,7%,?,-20%
Cc1ccc(NC(=O)NC2C(NC(=O)Nc3ccc(C)cc3)N(C)C(=O)N2C)cc1 (configuration not stated),0%,0%,-2%,3%,-1%,3%,8%,-5%
CCCCOC(=O)n1c(=O)oc2cc(S(=O)(=O)N3CCCCC3)ccc21,3%,0%,?,-3%,-4%,7%,-2%,-23%
CCOc1ccc2c(c1)C(c1ccc(C)cc1)=NNC(c1ccc(C)cc1)=N2,13%,4%,?,9%,2%,1%,-6%,13µM*
CC(=O)c1ccc(-c2nnc(CCC(=O)N(C)Cc3c(C)nc4ccccn34)o2)s1,-9%,i,nt,-1%,-1%,7%,?,nt
Nc1nccc(-c2ccc(-n3cnc4ccccc43)cc2)n1,-4%,-1%,nt,?,-1%,2%,?,23%
COc1ccc(S(=O)(=O)n2c(CCN3CCOCC3)nc3ccccc32)cc1,-27%,i,-7%,7%,2%,1%,-12%,-12%
COc1ccc(OC)c(S(=O)(=O)Nc2cccc(-c3ccc4nncn4n3)c2)c1,-2%,-2%,-28%[46 µM],4%,0%,8%,0%,16%
COc1cc2c(cc1OC)/C(=C/C(=O)N1CCOCC1)NC(C)(C)C2,12%,-1%,5%,4%,-1%,28%,?,-12%
CCN(C(=O)CSc1nnc2c3ccccc3n(CC)c2n1)C1CCS(=O)(=O)C1 (configuration not stated),4%,-2%,-1%,-5%,7%,-1%,16%,19%
NC(=S)N/N=C/c1c(O)ccc2ccccc12,1%,-10%,nt,7.1µM*,-2%,1%,nt,nt
O=C(N/N=C\c1ccco1)c1cncc(Br)c1,-16%,5%,-9%,-3%,-1%,11%,?,19%
COc1ccc(NC(=O)CN2CCN(c3nc(-c4cccc(OC)c4)cs3)CC2)cc1,4%,-15%,?,-14%,0%,4%,-14%,-82%[inhibitor]
Cc1csc(SCC(=O)NC(=O)NC(C)(C)C)n1,5%,i,nt,3%,4%,4%,-13%,-12%
O=C(NCc1ccco1)c1ccccc1Br,-8%,-6%,-4%,12%,-1%,-3%,9%,17%
COc1cc(OC)c(NS(=O)(=O)c2coc(C(N)=O)c2)cc1Cl,0%,-5%,12%,0%,1%,22%,1%,7%
CN(C)CC(C)(C)CNS(=O)(=O)CC12CCC(CC1=O)C2(C)C (configuration not stated),-5%,-5%,-2%,-5%,1%,4%,5%,8%
CCNc1ncc2nc(CCc3ccccc3)c(=O)n(-c3ccc(OC)cc3)c2n1,nt,-8%,nt,nt,nt,-11%,?,6%
Cc1ccc(S(=O)(=O)N2CCC(=O)N(C(COCc3cccc(C(F)(F)F)c3)Cc3ccccc3)CC2)cc1 (configuration not stated),-3%,-14%,?,4%,-1%,-1%,-5%,-10%
CCOC(=O)c1ccc(NC(=O)NCc2c(C)nn(CC)c2C)cc1,-11%,0%,?,4%,-2%,4%,-2%,-32%[inhibitor]
O=C(Nc1ccccc1N(C(=O)c1ccco1)S(=O)(=O)c1cccs1)c1ccco1,3%,i,-15%,3%,0%,10%,0%,4%
Cc1ccc(C(=O)C[n+]2cccc3cc(C)ccc32)cc1,7%,i,nt,?,-1%,22%,-12%,-33%[inhibitor]
COC(=O)C1=C(C(=O)OC)[C@@H]2N(C)c3ccc(OC)cc3[C@@]23C[C@@H](C(=O)OC)N(C(=O)COCc2ccccc2)C3=N1,8%[11.2 µM],-13%[11.5 µM],?,1%[11.4 µM],-1%[11.2 µM],4%[14.2 µM],10%[13.5 µM],-1%[9.22 µM]
CC(C)CC(NS(=O)(=O)c1ccccc1)C(=O)O (configuration not stated),-6%,-5%,0%,2%,0%,11%,3%,-7%
NC[C@H]1O[C@H](O[C@H]2[C@H](O)[C@@H](O[C@H]3O[C@H](CO)[C@@H](O)[C@H](N)[C@H]3O)[C@H](N)C[C@@H]2N)[C@H](N)C[C@@H]1O,0%,-16%,-7%,10%,-8%,4%,12%,-21%
CCOC(=O)C1CN(S(C)(=O)=O)c2cc(CC(=O)OC)ccc2O1 (configuration not stated),2%,i,nt,5%,3%,-2%,-4%,9%

# Screens as filed in PubChem BioAssay.
